SENP8 inh: SENP8 protease inhibitors, primary screen, biochemical, luminescence; AID 2540, 2010; purified SENP8, Z-RLRGG-aminoluciferin cleavage; inhibition, % at 10 µM; actives 1.2% (n = 330,000); Sentrin-specific protease 8 (Homo sapiens), Q96LD8
Target sequence (Q96LD8 whole entry, looked up): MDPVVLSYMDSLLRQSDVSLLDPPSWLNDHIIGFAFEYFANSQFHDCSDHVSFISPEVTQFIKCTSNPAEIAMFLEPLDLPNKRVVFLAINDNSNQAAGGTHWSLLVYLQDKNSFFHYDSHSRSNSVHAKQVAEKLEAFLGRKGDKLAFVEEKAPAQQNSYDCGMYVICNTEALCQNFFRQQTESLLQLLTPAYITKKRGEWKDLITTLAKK
Gli-Sufu block: Gli-Sufu pathway antagonists, primary screen, luciferase luminescence, Sufu-KO-LIGHT cells, uHTS; Sufu-KO-LIGHT fibroblasts, Gli luciferase reporter luminescence; inhibition, % at 5 µM; AID 588413, 2011; actives 0.74% (n = 340,000);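 active = inhibition above about 55%, limit read from the data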;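 note: 0% = DMSO-treated cells and 100% = wells with medium but no cells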
697 NFkB inh: inhibitors of PMA/ionomycin-induced NF-kB reporter, 697 cells, primary screen, B-cell NF-kB inhibitor project, cell-based, luminescence, uHTS; inhibition, % at 4 µM; actives 0.33% (n = 330,000); 697 B-cell NF-kB luciferase reporter, 16 h; in the data active = inhibition above about 35%
Apaf1 inhib: inhibitors of human Apaf-1 apoptosome, primary screen, biochemical, DEVD-Rh110 fluorescence, uHTS; Apoptotic protease-activating factor 1 (Homo sapiens), O14727; reconstituted apoptosome caspase-3 activity; inhibition, % at 20 µM; actives 0.71% (n = 330,000); AID 489030, 2010; active = inhibition of at least 40% at 20 µM;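 note: plate controls were DMSO wells for no effect and DEVD-CHO caspase inhibitor wells for full effect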
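System: reconstituted apoptosome with Apaf-1, cytochrome c, caspase-9, procaspase-3, dATP; Signal: Rh110 fluorescence intensity; Schedule: 30 min compound preincubation, 50 min activation, room temperature; Reagent: cytochrome c trigger plus (Z-DEVD)2-Rh110 caspase-3 substrate.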
SENP7 inh: SENP7 protease inhibitors, primary screen, biochemical, luminescence, uHTS; recombinant SENP7, Z-RLRGG-aminoluciferin luminescence, 40 min; inhibition, % at 5 µM; actives 1.5% (n = 330,000);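 active = inhibition above about 50% at the single test dose, limit read from the data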;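 note: plate controls were DMSO with enzyme for no effect and no enzyme buffer wells for full effect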
Target sequence (Q9BQF6 706-1050 limits assumed): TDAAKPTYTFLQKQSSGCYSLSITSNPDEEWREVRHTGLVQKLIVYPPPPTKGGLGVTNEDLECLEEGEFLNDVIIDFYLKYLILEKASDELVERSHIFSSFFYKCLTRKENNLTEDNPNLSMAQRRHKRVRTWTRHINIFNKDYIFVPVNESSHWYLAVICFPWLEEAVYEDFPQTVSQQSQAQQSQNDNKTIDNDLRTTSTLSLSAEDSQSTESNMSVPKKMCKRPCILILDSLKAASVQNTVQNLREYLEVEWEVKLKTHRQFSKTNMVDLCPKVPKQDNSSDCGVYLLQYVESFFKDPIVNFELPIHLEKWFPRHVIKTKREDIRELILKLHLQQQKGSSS
Jurkat NFkB inh: inhibitors of induced NF-kB luciferase reporter, primary screen, TCR NF-kB activation inhibitor project, cell-based, luminescence, uHTS. inhibition, % at 4 µM. AID 435003, 2010. Jurkat, PMA/ionomycin-induced NF-kB luciferase reporter. actives 0.53% (n = 330,000)
HKDC1 inh: HKDC1 hexokinase inhibitors, primary screen, biochemical, fluorescence, uHTS. recombinant HKDC1, G6PDH/diaphorase resazurin coupled fluorescence. Q2TB90. inhibition, % at 20 µM. actives 0.16% (n = 340,000). AID 493160, 2011;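 active = inhibition above about 35% when tested at 20 µM, limit read from the data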;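 note: plate controls were DMSO wells with enzyme for no effect and DMSO wells lacking enzyme for full effect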
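Test system: HK5 enzyme. Quantity: 5 µg/mL HK5 final. Reagent: glucose and ATP substrates. Schedule: 90 min reaction incubation at room temperature, dark. Technique: resazurin-to-resorufin fluorescence via G6PDH and diaphorase coupling, 525/613 nm. Control set: DMSO wells with and without enzyme mix.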
UBC13 polyUb: UBC13 polyubiquitin chain formation inhibitors, primary screen, biochemical, TR-FRET, uHTS; Ubiquitin-conjugating enzyme E2 N (Homo sapiens), P61088; inhibition, % at 20 µM; actives 0.47% (n = 330,000); AID 485273, 2010; in the data active = inhibition above about 45%, passing the limit was not always enough; inconclusive = no clear call, values can overlap the other calls
Target sequence (P61088 whole entry, looked up): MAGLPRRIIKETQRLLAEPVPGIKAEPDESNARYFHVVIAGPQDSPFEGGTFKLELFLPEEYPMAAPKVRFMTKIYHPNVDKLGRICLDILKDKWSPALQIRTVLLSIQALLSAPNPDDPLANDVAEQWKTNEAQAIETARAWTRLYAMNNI
Numbers without * were called inactive; ? = inconclusive; . = no result given. Cut-off read from the data, not from the text of the source, unless noted: active = inhibition above about 50%; inactive = the rest. Compounds were not picked by outcome. About 3.6% of those tested had a hit in this group.

SMILES	SENP8 inh	Gli-Sufu block	697 NFkB inh	Apaf1 inhib	SENP7 inh	Jurkat NFkB inh	HKDC1 inh	UBC13 polyUb
CC(=O)Nc1ccc(C(=O)CSc2cc(C)c3cccc(C)c3n2)cc1	1	21	-13	15	0	1	-4	17
Cc1noc(C)c1C(=O)NCc1ccccc1	-5	-1	-9	13	-11	-16	-7	-12
COc1ccc(C(=O)N2CCNC(=O)C2)cc1S(=O)(=O)Nc1ccc(Br)cc1	13	3	12	-2	7	-5	-6	3
Cc1ccc(CN(C(=O)c2cc(=O)c3cc(C)cc(C)c3o2)C2CCS(=O)(=O)C2)cc1 (configuration not stated)	5	12	-77	-1	3	-21	-3	-2
Cc1cccc(/C=N/n2c(-c3ccco3)n[nH]c2=S)c1	7	-13	5	-8	-2	1	2	-7
COc1ccc(CCN(CC(=O)NC2CCCC2)C(=O)CCC(=O)Nc2cc(C)on2)cc1OC	0	5	19	1	2	-2	-1	8
Cc1cc(Cl)ccc1NC(=O)COC(=O)c1nc2nccc(C)n2n1	2	-18	-23	2	0	-16	2	-6
Cc1ccc(C(=O)Nc2ccccc2SCC2CSc3nc4ccccc4c(=O)n32)cc1 (configuration not stated)	-12	3	-162	5	7	-14	-1	-5
CCOC(=O)N1CCN(S(=O)(=O)c2cccc3ccc(C)nc23)CC1	8	-1	9	-14	-3	-3	-7	3
CC1CCN(C(=O)COC(=O)Cc2ccc(Br)cc2)CC1	-5	3	3	7	8	-19	-5	4
Cc1ccc(NC(=O)CSc2ccccc2)cc1S(=O)(=O)N1CCOCC1	13	-3	-5	5	-2	6	0	2
Cc1ccc(S(=O)c2snnc2C)cc1 (configuration not stated)	1	6	-2	4	0	4	-5	4
COc1cc(CC(=O)OCC(=O)NCC(C)C)cc(OC)c1OC	3	-14	0	-15	-3	-5	-11	0
O=C(CCNc1ccc(Cl)cc1)c1cccs1	-4	-21	-53	0	10	-46	-5	4
Cn1c(=O)c2c(nc(CO)n2C)n(C)c1=O	1	15	5	1	4	13	-11	2
Cc1ccccc1NC(=O)C1C2C=CC(C3CC23)C1C(=O)O (configuration not stated)	-10	12	-2	13	7	-1	-14	3
COc1c(C=O)cc2c3c1CCCN3CCC2	-7	8	7	-6	-5	0	-3	6
CN(C)Cc1cc(CN(C)C)c(O)c(CCc2ccccc2)n1	4	8	2	2	-2	3	-5	5
CCc1nc(SCC(=O)NC2CCCC2)c2oc3ccccc3c2n1	-8	23	-42	4	-2	7	-5	4
O=C(CCn1c(=O)c2ccccc2n(Cc2cccnc2)c1=O)NCc1ccc2c(c1)OCO2	-1	4	2	-3	6	-4	-1	2
Cc1ccc([N+](=O)[O-])cc1NC(=O)c1ccc(CSc2ccccc2)cc1	7	0	23	-12	2	-7	9	6
COc1ccccc1N1CCN(CCCOc2ccc(F)cc2)CC1	1	6	-23	-11	5	0	3	-2
O=C(NCc1ccc(Cl)cc1)c1cc(=O)[nH]c2ccc(S(=O)(=O)N3CCOCC3)cc12	-7	3	7	-11	-11	-12	-1	-14
CCC(=O)c1ccc(OC)c(OC)c1O	0	0	7	-3	-9	-12	-4	6
COc1ccccc1NC(=O)C1CCCN1C(=O)NCc1ccccc1 (configuration not stated)	9	0	6	-4	-4	2	-2	12

The list continues.
SMILES	SENP8 inh	Gli-Sufu block	697 NFkB inh	Apaf1 inhib	SENP7 inh	Jurkat NFkB inh	HKDC1 inh	UBC13 polyUb
CC(Sc1ccc2ccccc2n1)C(=O)O (configuration not stated)	-5	-18	-11	11	-4	-2	-1	?
CC1=CC(C)[C@H](/C=N/n2c(=O)[nH]c3c([nH]c4ccc(C)cc43)c2=O)C(C)C1 (some centres not stated)	-2	8	12	7	-11	6	0	-17
COc1ccc(NC(=O)CN(C)C(=O)c2cccc(S(=O)(=O)N3CC4(C)CC3CC(C)(C)C4)c2)cc1 (configuration not stated)	-6	8	19	21	-12	-3	0	4
CCOC(=O)c1c(NC(=O)COC(=O)/C=C/c2ccco2)sc2c1CC(C)(C)NC2(C)C	-11	-1	-15	37	-2	-7	-7	13
O=C(CCCN1C(=O)c2ccccc2C1=O)NCC1CCCO1 (configuration not stated)	-9	-9	-13	-3	-21	-14	-10	-18
CC(NC(=O)COc1cccnc1[N+](=O)[O-])c1ccc(Cl)cc1Cl (configuration not stated)	7	10	-14	7	8	0	4	7
CNC(=O)c1nnsc1S(=O)c1ccc(Cl)cc1 (configuration not stated)	2	11	5	5	9	49	-2	8
CN(C)CCCOC(=O)COc1ccc(C(C)(C)C)cc1	2	-11	3	3	-4	1	11	15
CCN(CC)C(=O)Cn1nc(-c2ccccc2O)nc1SCC(=O)Nc1ccc(OC)cc1	-7	-31	2	-12	14	-22	-3	-18
Cc1ccc(Cn2nc(C)cc2C(=O)Nc2ccc(Cl)cc2)cc1	4	-9	6	-2	-1	-4	3	5
COc1cc(OC)cc(-c2nnc(NC(=O)CCS(=O)(=O)c3ccccc3)o2)c1	-8	-2	-7	11	16	-5	2	-7
Cc1ccc(OCC(=O)NNC(=S)NC(=O)C(C)(C)C)c(Br)c1	-3	2	23	-17	-7	7	-2	8
COc1ccccc1CCNC(=O)c1ccc(Br)s1	0	-11	-29	20	0	-35	0	-7
COc1cccc(NC(=O)c2ccc(N3C(=O)C4CC=CCC4C3=O)cc2)c1 (configuration not stated)	-11	-3	-5	11	3	-11	-7	3
CC(C)N(C(=O)[C@H]1CC(CC(=O)NCCCN(C)C)C(=O)N2CCc3c([nH]c4ccccc34)[C@]12C)C(C)C (some centres not stated)	-2	-20	-7	17	-5	-5	0	3
COc1ccc(NC(=O)CSc2ccc([N+](=O)[O-])cc2)cc1S(=O)(=O)N1CCOCC1	-6	.	3	0	7	3	0	-1
COC(=O)CCC(=O)Nc1ccc(S(=O)(=O)N2CCCCCC2)cc1	4	2	3	7	5	-5	-2	4
CCOC(=O)C1CCN(CCC(=O)Nc2ccc(C)cc2)CC1	3	5	16	3	4	6	0	2
O=C(CNC(=O)c1cccs1)OCc1ccc(Cl)cc1	-2	-20	17	-6	5	19	0	6
CCN(CC)c1ccc2cc(C#N)c(=O)oc2c1	4	1	12	-7	-4	-8	3	2
COc1ccccc1CC(=O)Nc1ccc(-c2noc(COc3ccc(Br)cc3)n2)cc1	-4	13	11	-9	1	2	-8	-6
Cc1nc(SCc2c(F)cccc2Cl)c2c(=O)n(C)c(=O)n(C)c2n1	-8	1	-12	16	-7	0	-5	5
c1ccc(OCCCn2nnc(-c3cccnc3)n2)cc1	1	1	18	-10	0	-5	-9	11
O=C(CCCOc1ccccc1)Nc1nc2ccccc2[nH]1	-7	-11	-98	0	11	-68	0	14
CC(CCc1ccccc1)NC(=O)COC(=O)c1cccc(N(C)C)c1 (configuration not stated)	-10	0	8	15	-4	-7	8	1

New compounds follow.
SMILES	SENP8 inh	Gli-Sufu block	697 NFkB inh	Apaf1 inhib	SENP7 inh	Jurkat NFkB inh	HKDC1 inh	UBC13 polyUb
Cc1ccc(-c2cc(C(F)F)n3ncc(C(=O)NN4CCCCC4)c3n2)cc1	-9	10	-30	17	0	-23	-4	-39
CCc1ccc(S(=O)(=O)/N=C2\C=CC(=O)c3ccccc32)cc1	3	.	-4	55*	12	9	.	-39
COc1ccc(OCCn2nnc(-c3ccc(Cl)cc3)n2)cc1	-5	-4	13	-3	-1	6	-8	-2
Cc1cccc2c1NC(=O)C21OCC(CO)([N+](=O)[O-])CO1 (configuration not stated)	7	0	-6	5	3	3	2	2
O=C(CCc1ccc(O)c(O)c1)NNC(=S)NCCc1ccccc1	-9	-2	-11	9	-8	-8	-10	-10
O=C(N/N=C/c1cccnc1)c1ccc(O)cc1	6	15	3	-3	2	3	-2	3
CC(C)Cc1nc2oc3c(NCC(C)O)ncnc3c2c2c1CCCC2 (configuration not stated)	10	15	1	-2	5	6	14	14
COCCOC(=O)c1c(C)oc2ccc(OC(=O)COc3c(F)c(F)c(F)c(F)c3F)cc12	-4	10	-17	4	-8	-7	1	-2
Cc1cccc(-n2nc3c(c2NC(=O)c2ccco2)CSC3)c1C	5	0	6	2	-9	7	5	4
COc1c2ccoc2nc2c(OC)cccc12	-5	-9	0	1	0	0	2	-1
Clc1ccc(C2=Nc3cc(Cl)ccc3OC2)cc1	76*	-73	-94	18	81*	-80	-5	-5
CCOC(=O)c1nnsc1Nc1ccc(C)c(C)c1	-3	-17	-30	13	-2	7	-3	1
CCCC(c1nnnn1Cc1cccs1)N1CCN(c2ccc(OC)cc2)CC1 (configuration not stated)	-10	10	-10	23	-6	-14	6	-4
COc1ccc(N=Cc2[nH]c3ccccc3c2O)cc1	2	-1	-34	10	-6	-17	-1	-84
COc1ccc(-n2cnnc2SCc2csc(-c3ccccc3)n2)cc1	-7	0	1	5	-2	-2	-6	-3
O=C(COC(=O)c1cc(-c2cccs2)nn1-c1ccccc1)Nc1ccc(Cl)c([N+](=O)[O-])c1	-5	-8	16	-1	-7	11	-2	9
COc1ccccc1C(=O)COC(=O)CSC(C)C(=O)Nc1cc(C)on1 (configuration not stated)	1	-9	5	-5	1	6	-4	4
CC1CC/C(=C\c2ccc3c(c2)OCO3)C(=O)/C1=C/c1ccc2c(c1)OCO2 (configuration not stated)	-10	17	-53	27	5	-17	-2	-13
NC(=O)C1CCN(c2cc(Cl)nc(N)n2)CC1	-5	-2	10	-2	-2	-2	-16	8
O=C(Cn1cnc2c(nnn2Cc2ccccc2F)c1=O)OCc1ccccc1	-4	-13	27	0	-8	-15	0	12
COc1ccc(NC(=S)N/N=C/c2ccc(F)cc2)cc1OC	9	-33	-2	7	3	-41	-7	-2
Cc1ccc(N2C(=O)CC(NCC3CCCO3)C2=O)cc1 (configuration not stated)	1	-5	11	-1	14	-7	3	-1
COc1ccc2c(c1)c(N=NC(N)=S)c(O)n2CC(=O)c1ccccc1	-1	13	-13	7	5	-5	0	4
CC(=O)Oc1ccc(NC(=O)C2CCCCC2)c(C(=O)O)c1	-3	0	9	10	3	-11	-7	-1
CCCCn1c(N)c(Sc2ccccc2)c(=O)[nH]c1=O	-3	-3	16	-18	-7	7	-9	20
COC(=O)C(NC(=O)c1ccc(F)cc1)(Nc1ncc(S(=O)(=O)c2ccc([N+](=O)[O-])cc2)s1)C(F)(F)F (configuration not stated)	1	1	18	7	3	16	9	-5
CCOC(=O)c1c(CN2CCC(C)CC2)n(C)c2cc(Br)c(OC)cc12	1	13	-1	-13	3	13	0	10

Four of the entries above in order of their number in HKDC1 inh, low to high.
Compound | 697 NFkB inh | SENP7 inh | Jurkat NFkB inh | HKDC1 inh | UBC13 polyUb
O=C(CCc1ccc(O)c(O)c1)NNC(=S)NCCc1ccccc1 | -11 | -8 | -8 | -10 | -10
CCCCn1c(N)c(Sc2ccccc2)c(=O)[nH]c1=O | 16 | -7 | 7 | -9 | 20
COc1c2ccoc2nc2c(OC)cccc12 | 0 | 0 | 0 | 2 | -1
CCCC(c1nnnn1Cc1cccs1)N1CCN(c2ccc(OC)cc2)CC1 (configuration not stated) | -10 | -6 | -14 | 6 | -4

Screens from PubChem BioAssay.
